Assay outcomes from PubChem.
LDHA block: inhibitors of human lactate dehydrogenase A; activity change, % (values are at about 110 or 230 µM); purified LDHA, NADH/diaphorase-resazurin fluorescence; stronger effect = lower value; actives 0.15% (n = 480,000); in the data active = activity change below about -30%;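 also: plate controls were DMSO wells for no effect and wells without enzyme for full effect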
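Enzyme activity of human lactate dehydrogenase 5 (2 nM; 0.06 mM NADH, 0.2 mM pyruvate, 5 min, RT) is measured via a resazurin/diaphorase fluorescence readout of residual NADH.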
Glioma ERSR ind: ER stress response induction in glioma | U87-MG GRP78 promoter luciferase reporter, 16 h | Potency, µM, for inactives: top-dose activation, usual class: activators | actives 0.02% (n = 420,000); active = well fitted activation curve with a large enough effect; also: potency is read from the fitted curve at half-maximal effect; series mostly up to about 76 µM; % of control where 0% means no effect; nearly all actives have a fitted effect of over 35% in size
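Stably transfected U87-MG glioma cells carrying a GRP78-based luciferase sensor; 16 h compound incubation. Luminescence end-point read 10 min after Bright-Glo addition at room temperature.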
* marks the source's active call; other numbers are inactive results; & = joins results of further samples. The list is partial; count on the stated rates, not on these rows.

SMILES	LDHA block	Glioma ERSR ind
OC[C@@H]1CN(Cc2ccccc2)C[C@H](n2cnc3c(Nc4ccccc4)ncnc32)O1	-2	0%
COc1cccc(-c2cnc3c(NC(C)=O)cc(-c4ccc(C(=O)N5CCOCC5)cc4)cn23)c1	-9	19%
CC(C)(C)c1ccc(S(=O)(=O)NC(=O)C2(C)CCN2C(=O)C2(c3ccc(Cl)cc3)CC2)cc1 (configuration not stated)	-12	0%
CNC(=O)C1(C)CCN1C(=O)c1ccccc1CCc1ccccc1 (configuration not stated)	-19	-1%
c1ccc(-c2csc(Nc3ccc4c(c3)OCO4)n2)cc1	31&-4	-5%
COc1ccc(-c2ccccc2)cc1NC(=O)C1(C)CCN1C(=O)C(C)C (configuration not stated)	-1	-5%
CCOC(=O)C1CCC(=O)N1Cc1c[nH]c2ccccc12 (configuration not stated)	-6	-2%
COc1cccc(-c2ccc3c(c2)N(Cc2ccc(F)cc2)C(=O)C(C)S3)c1 (configuration not stated)	-7	-4%
CCc1nc2c(OCCc3cccc(OC)c3)cccn2c1N(C=O)Cc1ccc(OC)cc1	0	-1%
O=C(NCc1cccs1)c1csc([C@@H]2C[C@H](O)[C@@H](CO)O2)n1	0	2%
OC(c1ccc(F)cc1)c1nc(-c2ccc(Cl)cc2)cs1 (configuration not stated)	-6	1%
CN(C)Cc1ccccc1-c1cccc2nccn12	-4	2%
c1ccc(COc2cccc(-c3cc4nc(NCc5cccs5)ccn4n3)c2)cc1	-3	1%
CCCCCCC=C1CCC(CN2CCCC2)C1=O (configuration not stated)	3	-9%
CC1(C(=O)Nc2ccc3c(c2)OCO3)CCN1Cc1csc2ccccc12 (configuration not stated)	-1	-1%
CCCCNC(=O)c1nc(C2CCN(S(=O)(=O)c3ccccc3C(F)(F)F)CC2)oc1-c1ccccc1	-3	-5%
O=C(Nc1nccs1)c1ccc2sc([C@H]3C[C@H](O)[C@@H](CO)O3)nc2c1	-5	-1%
CC(C)OCCc1cccc[n+]1[O-]	-9	-3%
CCCOc1ccc(F)cc1-c1cc(C(=O)NC(C)C)[nH]n1	-5	-1%
CCCc1nc2ccc(Br)cn2c1Cc1cccc(Cl)c1	-5	-2%
Cc1ccc(C(O)c2ncc(-c3ccccc3Cl)[nH]2)c(C)c1 (configuration not stated)	-7	2%
C(=C\c1ccccc1)/CN1CCN(C(c2ccccc2)c2nnnn2-c2ccc3c(c2)OCCO3)CC1 (configuration not stated)	-8	-5%
CC1(C(=O)NS(=O)(=O)c2ccc(Cl)cc2)CCN1C(=O)c1ccc(C2CCCCC2)cc1 (configuration not stated)	-8	-1%
O=S1(=O)CC(N2CC=CC2)CN1Cc1ccccc1 (configuration not stated)	-9	-4%
COCCNC(=O)C1(C)CCN(C(=O)c2cc(-c3ccccc3)cs2)C1 (configuration not stated)	-8	0%
O=C(NC(c1ccc(F)cc1)c1ccc2ccccc2n1)C1CCN(CCOc2ccc(F)cc2)CC1 (configuration not stated)	-9	-13%
CC(=O)NC(c1ccccc1)c1nc(-c2ccccc2C)cs1 (configuration not stated)	-5	-2%
CC1(C(=O)NS(=O)(=O)c2ccccc2Cl)CCN1C(=O)C1(c2ccccc2)CCCC1 (configuration not stated)	-2	-2%
OC[C@@H]1CN(Cc2ccc3c(c2)OCO3)C[C@H](n2cnc3c(NC4CCCC4)ncnc32)O1	9	-6%
OCc1cccc(-c2cnc3c(Nc4cccc(OC(F)(F)C(F)F)c4)nccn23)c1	-10	-6%
CCc1nc2ccc(C(=O)NC3CCN(Cc4ccccc4)CC3)cn2c1N(C)Cc1cccs1	-1	-4%
O=C(NC1CC1)c1cccc(-c2cncc3nccn23)c1	-3	-1%
CCc1nc2c(OCc3ccccc3C(=O)OC)cccn2c1N(C)C(=O)CC(C)C	-4	-3%
CN(C)c1cccc(NC(=O)C2(C)Cc3c(-c4cccnc4)ccnc3O2)c1 (configuration not stated)	-10	-2%
CNc1ncnc2c1ncn2[C@H]1CN(Cc2cccs2)C[C@@H](CO)O1	-7	-1%
O=C(Nc1ccccc1)c1cc(C2COCCN2C(=O)c2cccs2)on1 (configuration not stated)	-4	-1%
CCOC(=O)C1CCCN(C(=O)c2ccc(OC)cc2OC)CC1 (configuration not stated)	-4	-3%
O=C(Nc1cccc2cccnc12)c1csc([C@@H]2O[C@H](CO)[C@H](O)[C@H](O)[C@H]2O)n1	-3	-1%
O=C(NCC1CC1)C1Cc2c(-c3ccc(Cl)cc3)ccnc2O1 (configuration not stated)	0	-1%
COc1ccccc1-c1csc(C(C)(NC(C)=O)c2ccccc2)n1 (configuration not stated)	-4	-1%
CC(=O)NC(C)(c1ccccc1)c1nc(-c2csc3ccccc23)cs1 (configuration not stated)	0	-5%
CC1(C(=O)Nc2ccc3ccccc3c2)CCC(=O)N1CC(F)(F)F (configuration not stated)	0	-2%
CC1CC(C)CN(C(C(=O)NC2CCCCC2)c2ccnc3ccccc23)C1 (configuration not stated)	0	-2%
CC(C)n1[nH]c2ccccc2c1=O	-3	-3%
CCc1nc2ccc(C(=O)NCCCN3CCCC3=O)cn2c1N(CC)C(=O)NCCc1ccccc1	1	2%
NC(=O)NN=C1CCC(OCc2ccccc2)CC1CC(=O)O (configuration not stated)	-4	-2%
COc1cc(NC(=O)c2ccc(-c3c(C)noc3C)c3ccoc23)cc(OC)c1OC	-7	1%
CN(C)CCCNC(=O)c1cccc(-c2cnc3cccnn23)c1	-1	-2%

Part of the list above, with two lines to a compound:
Under each structure: LDHA block	Glioma ERSR ind
- CCOC(=O)C1CCCN(C(=O)c2ccc(OC)cc2OC)CC1 (configuration not stated)
 : -4	-3%
- CC(=O)NC(c1ccccc1)c1nc(-c2ccccc2C)cs1 (configuration not stated)
 : -5	-2%
- O=C(Nc1ccccc1)c1cc(C2COCCN2C(=O)c2cccs2)on1 (configuration not stated)
 : -4	-1%
- O=S1(=O)CC(N2CC=CC2)CN1Cc1ccccc1 (configuration not stated)
 : -9	-4%

Other entries follow.
SMILES	LDHA block	Glioma ERSR ind
CC1(C(=O)NCc2cccc3ccccc23)CCN1Cc1ccc2ccccc2c1 (configuration not stated)	0	-5%
CN(C)c1ccc(CNC(=O)/C=C/[C@H]2O[C@@H](n3cnc4c(NC(=O)c5ccccc5)ncnc43)[C@H](O)[C@@H]2O)cc1	1	-5%
O=C([C@H]1O[C@@H](n2ccc(=O)[nH]c2=O)[C@H](O)[C@@H]1O)N1CCN(c2ccc(Cl)cn2)CC1	-6	-2%
CCCCNC(=O)C1(C)CCN1C(=O)c1cccc(OC(C)=O)c1C (configuration not stated)	-1	-2%
OC(c1ccc(F)c(F)c1)c1ncc(-c2ccc(F)cc2)[nH]1 (configuration not stated)	-7	3%
CCOC(=O)C1=CCN(S(=O)(=O)c2cccc(Cl)c2)C1c1ccc(Br)cc1 (configuration not stated)	-3	-4%
CCOC1=C2[C@@H](CN(S(=O)(=O)c3ccc(C)cc3)[C@H]2c2ccccc2F)[C@H]2C(=O)N(c3ccccc3)C(=O)[C@H]2C1	-8	-3%
OC(c1cc(F)cc(Cl)c1)c1ncc(-c2ccc3ccccc3c2)[nH]1 (configuration not stated)	-10	0%
CCc1nc2ccc(C(=O)N(CC)CCN(C)C)cn2c1N(CC)C(=O)NCCc1ccccc1	-7	-1%
COCC(=O)N1C[C@H]2CON(C)[C@H]2C[C@H]1c1ccc(N2CCCCC2)cc1	-4	-4%
CS(=O)(=O)c1ccc(Nc2nc(C(N)Cc3ccccc3)cs2)cc1 (configuration not stated)	-14	-2%
CCCNC(=O)C1(C)CCN1C(=O)Cc1ccc(-c2ccccc2)cc1 (configuration not stated)	-12	-3%

5 compounds out of the list, arranged by molecular weight, lowest first.
SMILES	LDHA block	Glioma ERSR ind
OC(c1ccc(F)c(F)c1)c1ncc(-c2ccc(F)cc2)[nH]1 (configuration not stated)	-7	3%
CCCNC(=O)C1(C)CCN1C(=O)Cc1ccc(-c2ccccc2)cc1 (configuration not stated)	-12	-3%
COCC(=O)N1C[C@H]2CON(C)[C@H]2C[C@H]1c1ccc(N2CCCCC2)cc1	-4	-4%
O=C([C@H]1O[C@@H](n2ccc(=O)[nH]c2=O)[C@H](O)[C@@H]1O)N1CCN(c2ccc(Cl)cn2)CC1	-6	-2%
CCOC(=O)C1=CCN(S(=O)(=O)c2cccc(Cl)c2)C1c1ccc(Br)cc1 (configuration not stated)	-3	-4%

The listing picks up; the three compounds before the break are reprinted first.
SMILES	LDHA block	Glioma ERSR ind
COCC(=O)N1C[C@H]2CON(C)[C@H]2C[C@H]1c1ccc(N2CCCCC2)cc1	-4	-4%
CS(=O)(=O)c1ccc(Nc2nc(C(N)Cc3ccccc3)cs2)cc1 (configuration not stated)	-14	-2%
CCCNC(=O)C1(C)CCN1C(=O)Cc1ccc(-c2ccccc2)cc1 (configuration not stated)	-12	-3%
CCOC(=O)C1(C)CCN1C(=O)c1cc(F)ccc1C (configuration not stated)	-12	-2%
Cn1c(NCc2cccnc2)nc2cc(-c3ccc(C(=O)N4CCOCC4)cc3)sc2c1=O	6	-2%
CCCCN(C=O)c1c(CC)nc2c(OCCC)cccn12	1	-3%
COCCNc1ncnc2c1ncn2[C@H]1CN(Cc2ccccc2)C[C@@H](CO)O1	-7	-5%
O=C(NCc1cccnc1)c1cc(C2CCCN(C(=O)c3cccc(O)c3)C2)on1 (configuration not stated)	-2	1%
CC(C)N1CCC1(C)C(=O)Nc1cc(-c2ccccc2)nn1C (configuration not stated)	1	1%
CNc1ccc(/C=C\CCCO)cn1	-6	0%
CC1(C(=O)NS(=O)(=O)C2CC2)CCCN(C(=O)COc2ccccc2)C1 (configuration not stated)	-5	-4%
O=C1Nc2ccccc2CN2C(=O)c3cc(Cl)ccc3NC(=O)C12 (configuration not stated)	-9	-5%
CC(=O)c1cccc(-c2ccnc3c2CC(C(=O)NCC2CC2)O3)c1 (configuration not stated)	-8	0%
COCCNc1nc(Nc2ccccc2Cl)c2sc(-c3ccccc3)cc2n1	-6	-5%
CCCNC(=O)C1(C)CCCN(C(=O)c2cccc(OC(C)=O)c2C)C1 (configuration not stated)	-7	-4%
CCNC(=O)C1(C)CCN(C(=O)c2ccc(F)cc2Cl)C1 (configuration not stated)	-1	-1%
CC1=C(C(=O)N(C(C)C)C(C)C)CC(CC(=O)NCc2ccco2)C(=O)N1Cc1ccc(C(C)(C)C)cc1 (configuration not stated)	7	-1%
C#CCOc1ccc(CNC[C@H]2O[C@@H](n3ccc(=O)[nH]c3=O)[C@H](O)[C@@H]2O)cc1	-8	-3%
COc1ccccc1NC(=O)Nc1nc(C(N)CC(C)C)cs1 (configuration not stated)	-7	-6%
C(=C\c1ccccc1)/CN1CCN(C(c2cc3ccccc3o2)c2nnnn2Cc2ccccc2)CC1 (configuration not stated)	-12	-1%
COc1ccc(NC(=O)C2(C)CCN2Cc2cccc(OC)c2F)cc1OC (configuration not stated)	-1	-5%
CCOc1ccc(Cl)cc1-c1cc(C(=O)Nc2cc(OC)c(OC)c(OC)c2)[nH]n1	-4	-2%
Cn1ccc2c(N3CCOCC3)cc3c(c21)C1CCC3O1 (configuration not stated)	6	-2%
COc1ccc(C(O)c2ncc(-c3ccccc3F)[nH]2)cc1 (configuration not stated)	-9	0%
COc1cccc(-c2cc3nc(NCc4ccccc4F)n(C)c(=O)c3s2)c1	-9	14%
O=C(Nc1nnc([C@@H]2C[C@H](O)[C@@H](CO)O2)s1)Nc1cccc2ccccc12	11	2%
CCOC(=O)C1=CCN(S(=O)(=O)c2ccccc2F)C1c1cccc(Cl)c1 (configuration not stated)	-8	-5%

Brought forward from above: 3 compounds, followed by the next part.
SMILES	LDHA block	Glioma ERSR ind
COc1cccc(-c2cc3nc(NCc4ccccc4F)n(C)c(=O)c3s2)c1	-9	14%
O=C(Nc1nnc([C@@H]2C[C@H](O)[C@@H](CO)O2)s1)Nc1cccc2ccccc12	11	2%
CCOC(=O)C1=CCN(S(=O)(=O)c2ccccc2F)C1c1cccc(Cl)c1 (configuration not stated)	-8	-5%
COc1ccc(-c2cc(NC=O)c3ncc(-c4cc(OC)c(OC)c(OC)c4)n3c2)cc1	1	7%
Clc1ccccc1-c1cc2nc(NCc3ccco3)ccn2n1	-2	7%
O=C(O)Cn1nncc1-c1ccc(C(F)(F)F)cc1	-3	-3%
Cc1ccc(NC(=O)c2cc(-c3cc(Cl)ccc3C)n[nH]2)cc1NS(C)(=O)=O	-4	-2%
N#Cc1ccc(-c2nc3ccc(Br)cn3c2Cc2cccc(F)c2)cc1	-5	-4%
N#Cc1ccc(-c2nc3c4ccccc4ccn3c2Cc2ccccc2C(F)(F)F)cc1	0	2%
CCc1nc2ccc(C(=O)NCc3cccs3)cn2c1N(CCC(C)C)CCN(C)C	-1	-2%
O=C(/C=C/[C@H]1O[C@@H](n2cnc3c(NC(=O)c4ccccc4)ncnc32)[C@H](O)[C@@H]1O)NCc1ccco1	-3	-2%
